Screens deposited in PubChem BioAssay by several laboratories.
MEX-5 binding = C. elegans MEX-5 TCR-2 RNA binding activity. MEX-5/FITC-TCR2 RNA binding, fluorescence polarization; hits give low values. AID 1832. 300,000 tested, 0.38% active. activity score (negative = inhibition of binding), % at 10 µM;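 active = inhibition past about -25% in most replicates, and total fluorescence under double the plate's negative control median, limit read from the data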;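 note: 0% = DMSO and -100% = 5 µM competing unlabeled TCR2 RNA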
Efflux pump mplx = blocks antifungal efflux pumps in multiplex yeast assay | S. cerevisiae Candida pump triplex, Nile Red efflux | inhibition, % at 10 µM | 330,000 tested, 0.44% active | AID 485275;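 active = plate passing quality check with inhibition over a set limit, or well fluorescence over plate mean plus 4 SD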;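 note: Nile Red retained in pooled yeast measured as flow cytometry median fluorescence; 0% = buffer negative control and 100% = Enniatin B positive control; higher means more Nile Red kept so more efflux inhibition; some compounds called inactive have numbers as strong as hits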
PME-1 inh = blocks human protein phosphatase methylesterase 1; Q9Y570; recombinant PME-1, FP-Rh probe fluorescence polarization; inhibition, % at 5.9 µM; 320,000 tested, 0.53% active; AID 2130;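 active = inhibition above the campaign mean of all compounds plus 3 SD, cut at about 26% in these data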;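 note: competitive labeling of PME-1 active site by serine hydrolase directed probe; 0% = PME-1 with DMSO and 100% = wells lacking PME-1 enzyme; inhibitors block probe labeling so polarization falls and inhibition rises; many of its hits are not listed in these tables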
Target sequence (Q9Y570 whole entry, looked up): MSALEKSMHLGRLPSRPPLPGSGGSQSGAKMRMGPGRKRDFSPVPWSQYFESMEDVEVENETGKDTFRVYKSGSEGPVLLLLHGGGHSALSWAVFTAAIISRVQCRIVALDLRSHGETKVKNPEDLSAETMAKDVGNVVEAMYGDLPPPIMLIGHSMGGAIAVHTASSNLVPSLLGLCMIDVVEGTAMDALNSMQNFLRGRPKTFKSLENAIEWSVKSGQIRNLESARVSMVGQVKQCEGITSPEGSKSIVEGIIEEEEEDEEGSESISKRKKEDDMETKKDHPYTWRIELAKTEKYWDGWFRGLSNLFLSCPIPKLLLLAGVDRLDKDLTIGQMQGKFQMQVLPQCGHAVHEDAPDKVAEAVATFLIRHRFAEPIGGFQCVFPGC
GRK2 inh = human GRK2 inhibition via aptamer displacement. P25098. bead flow cytometry, FAM-aptamer displacement from GRK2. inhibition of aptamer binding, % at 10 µM. 330,000 tested, 0.59% active;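 active = inhibition of aptamer binding above 40%, roughly 3 SD of noise, on plates passing a quality check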;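 note: median bead fluorescence of bound FAM aptamer so fluorescent compounds give negative values; no value below 0 was filed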
Fam108B inh = Fam108B inhibition, counter-screen for RBBP9 inhibitors. recombinant Fam108B, FP-Rh probe fluorescence polarization. inhibition, % at 9.51 µM. 300,000 tested, 0.33% active;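 active = inhibition above the screen mean inhibition plus 3 SD, computed separately per campaign, cut at about 18% in these data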;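 note: inhibitors lower polarization as less probe binds the enzyme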
VLA-4 inh = inhibition in a human VLA-4 binding assay | P13612 | VLA-4 expressing cells, ligand binding flow cytometry | inhibition, % (about 7 µM as worked out from the volumes in the protocol) | 330,000 tested, 0.2% active | AID 2557; in the data active = inhibition above about 50%
Bcl-xL primary = blocks human Bcl-xL binding to Bim BH3 peptide. GST-Bcl-xL / FITC-Bim BH3 peptide fluorescence polarization. inhibition, % at 10.9 µM. 320,000 tested, 0.7% active;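 active = inhibition above the mean of all tested compounds plus 3 SD, cutoff set per campaign, cut at about 30% in these data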;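 note: 0% = DMSO wells and 100% = unlabeled Bim-BH3 peptide competitor; inhibitors lower millipolarization by displacing the labeled peptide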
Target sequence (Q07817 whole entry, looked up): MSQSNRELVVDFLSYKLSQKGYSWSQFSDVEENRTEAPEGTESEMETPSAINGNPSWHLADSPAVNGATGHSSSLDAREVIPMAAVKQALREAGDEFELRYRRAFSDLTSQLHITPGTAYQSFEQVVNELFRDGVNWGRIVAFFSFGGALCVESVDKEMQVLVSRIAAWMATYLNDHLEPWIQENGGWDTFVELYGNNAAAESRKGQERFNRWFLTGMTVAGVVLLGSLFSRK
GLD-1 TGE inh = GLD-1-TGE RNA interaction inhibition (C. elegans) | purified GLD-1 + fluorescein TGE RNA, fluorescence polarization | Q17339 | 320,000 tested, 0.44% active | inhibition, % at 5.96 µM | AID 2280;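 active = percent inhibition above a per-plate cutoff, the plate mean of test compounds plus 3 SD, cut at about 30% in these data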;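 note: 0% = DMSO wells with GLD-1 and probe and 100% = wells lacking GLD-1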
Target sequence (Q17339 whole entry, looked up): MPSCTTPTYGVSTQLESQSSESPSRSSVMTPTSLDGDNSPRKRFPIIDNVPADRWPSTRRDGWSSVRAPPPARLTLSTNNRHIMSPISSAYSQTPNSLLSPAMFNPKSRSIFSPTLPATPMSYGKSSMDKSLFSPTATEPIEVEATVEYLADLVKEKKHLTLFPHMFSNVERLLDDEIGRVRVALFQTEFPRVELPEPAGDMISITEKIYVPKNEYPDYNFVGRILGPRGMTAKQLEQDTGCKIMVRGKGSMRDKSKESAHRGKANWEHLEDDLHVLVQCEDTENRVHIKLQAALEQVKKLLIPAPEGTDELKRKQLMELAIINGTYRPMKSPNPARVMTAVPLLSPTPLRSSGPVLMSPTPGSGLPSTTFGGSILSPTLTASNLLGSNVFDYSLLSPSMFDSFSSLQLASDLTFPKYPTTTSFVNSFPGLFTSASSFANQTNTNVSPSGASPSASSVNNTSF
MCL1 BIM primary = inhibitors of human MCL1 binding to BIM-BH3 peptide; GST-MCL1 / FITC-Bim-BH3 fluorescence polarization; inhibition, % at 10.9 µM; 320,000 tested, 0.68% active; AID 2057;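 active = inhibition above the mean inhibition of all tested compounds plus 3 SD, set per campaign, cut at about 40% in these data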;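 note: 0% = DMSO wells and 100% = unlabeled Bim-BH3 peptide control; higher means more loss of mP so more displacement of Bim peptide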
* marks the source's active call; other numbers are inactive results; · = not tested or not shown.

SMILES	MEX-5 binding	Efflux pump mplx	PME-1 inh	GRK2 inh	Fam108B inh	VLA-4 inh	Bcl-xL primary	GLD-1 TGE inh	MCL1 BIM primary
c1ccc2c(c1)nc1sccn12	-3.4	-0.1	6	0	7	9	-1	6	3
COC(=O)[C@]1(C)N[C@H](CN(C)S(=O)(=O)c2ccc(C)cc2)[C@@H]2C(=O)N(Cc3ccccc3)C(=O)[C@@H]21	·	0.1	·	1	·	25	·	1	·
O=C1CC(c2ccccc2)n2nc(NC(=O)C3CCCO3)nc2N1 (stereo not given)	2.2	0.0	-2	4	5	1	5	0	2
COc1ccc(-n2c(-c3ccc(Br)cc3)c[n+]3c2CCc2ccccc2-3)cc1	-1.1	-0.1	4	0	-2	8	2	4	1
CCCC(=O)NC(=S)Nc1cc(-c2nc3ncccc3o2)ccc1C	1.8	0.0	6	4	5	-4	2	1	5
COc1ccc(NC(=O)C(=O)NCCC2CCCCN2S(=O)(=O)c2ccc(F)cc2)cc1 (stereo not given)	-6.2	0.1	2	1	-2	-9	2	-6	5
CC12CC3(C)CC(C)(C1)CC(C(=O)NC1=NCCS1)(C2)C3	3.8	0.1	-1	0	3	9	5	-3	8
O=C(Nc1ccc2c(c1)nc1n2CCSC1)c1ccccc1	4.3	0.0	2	2	1	-6	-3	9	-12
CC(C)Nc1nc(Cl)nc(N(C#N)CN2C(=O)c3ccccc3C2=O)n1	3.0	0.0	2	0	0	-5	-8	6	-20
CC(NC(=O)COC(=O)C1CCCCC1)c1ccccc1 (stereo not given)	·	0.0	·	0	·	18	·	-6	·
C=C(C)c1cccc(C(C)(C)NC(=O)N2CCCC(C(N)=O)C2)c1 (stereo not given)	-0.8	0.1	0	1	0	-4	9	8	1
COc1cccc(C(=O)Nc2cccc(S(=O)(=O)NC3=NCCC3)c2)c1	·	-0.1	-2	0	·	10	2	0	3
CC1CCC2(CC1)NC(=O)N(CC(=O)Nc1cccc(S(=O)(=O)N3CCOCC3)c1)C2=O (stereo not given)	-0.8	0.2	1	2	-6	3	-14	-6	-9
Cc1ccc(S(=O)(=O)CCC(=O)OC(C)C(=O)c2c(C)[nH]c3ccccc23)cc1 (stereo not given)	-0.2	-0.2	4	0	0	19	8	2	2
CC(C)CC(=O)Nc1c2c(nn1-c1cccc(Cl)c1)CS(=O)C2 (stereo not given)	0.9	0.2	-11	0	-4	6	1	0	-8

A section of the results above, for reference:
SMILES	MEX-5 binding	Efflux pump mplx	PME-1 inh	GRK2 inh	Fam108B inh	VLA-4 inh	Bcl-xL primary	GLD-1 TGE inh	MCL1 BIM primary
CC(NC(=O)COC(=O)C1CCCCC1)c1ccccc1 (stereo not given)	·	0.0	·	0	·	18	·	-6	·
C=C(C)c1cccc(C(C)(C)NC(=O)N2CCCC(C(N)=O)C2)c1 (stereo not given)	-0.8	0.1	0	1	0	-4	9	8	1
COc1cccc(C(=O)Nc2cccc(S(=O)(=O)NC3=NCCC3)c2)c1	·	-0.1	-2	0	·	10	2	0	3
CC1CCC2(CC1)NC(=O)N(CC(=O)Nc1cccc(S(=O)(=O)N3CCOCC3)c1)C2=O (stereo not given)	-0.8	0.2	1	2	-6	3	-14	-6	-9
Cc1ccc(S(=O)(=O)CCC(=O)OC(C)C(=O)c2c(C)[nH]c3ccccc23)cc1 (stereo not given)	-0.2	-0.2	4	0	0	19	8	2	2
CC(C)CC(=O)Nc1c2c(nn1-c1cccc(Cl)c1)CS(=O)C2 (stereo not given)	0.9	0.2	-11	0	-4	6	1	0	-8

(more compounds)
SMILES	MEX-5 binding	Efflux pump mplx	PME-1 inh	GRK2 inh	Fam108B inh	VLA-4 inh	Bcl-xL primary	GLD-1 TGE inh	MCL1 BIM primary
O=C(N/N=C/c1ccc(Cl)c([N+](=O)[O-])c1)c1cc(-c2ccccc2)nc2ccccc12	-2.7	-0.2	-6	2	0	56*	-3	-1	-9
COc1ccc(S(=O)(=O)N2CCOCC2)cc1NC(=O)CSc1n[nH]c(=O)n1C1CC1	-1.7	0.0	0	0	2	4	-2	1	-9
CC(C)(C)Cc1nnc(NC(=O)c2ccc3c(c2)OCO3)s1	-1.4	0.1	1	0	-3	5	-6	-4	-4
CC(=O)c1cccc(NC(=O)Nc2cc3sccc3n2C)c1	-2.0	0.4	7	0	-4	-37	26	2	28
CCN1CCN(C(=O)c2cc(-c3ccco3)nc3ccccc23)CC1	·	0.0	1	19	·	9	11	5	15
Cc1ccc2cc(CN(Cc3ccco3)C(=O)NC3CCCCC3)c(=O)[nH]c2c1C	0.9	-0.1	0	4	3	-3	-4	3	-8
Cc1ccccc1OCC(=O)OCC(=O)Nc1cc(S(C)(=O)=O)ccc1Cl	1.3	-0.1	-3	3	-1	-2	-4	7	-12
Cc1ccc(C(C)C)c(OCC(=O)NN=C(CCl)CCl)c1	-1.8	0.2	-1	0	7	-54	7	-2	-2
Oc1ccc(/C=N/Nc2cccc3cccnc23)c(O)c1	1.2	-0.2	36*	0	21*	-18	8	-1	12
Cc1ccccc1C(=O)Oc1ccc(Cl)cc1C(=S)N1CCOCC1	1.3	0.0	1	0	-2	5	1	-5	5
O=C(O)CCn1nc(-c2ccc(F)cc2)cc(Cc2ccccc2)c1=O	1.0	0.0	0	1	0	-6	3	-2	-2
CCOC(=O)C1CCN(C(=O)COC(=O)COc2ccccc2OC)CC1	1.0	0.1	-4	2	3	-2	6	2	8
O=[N+]([O-])c1ccccc1S(=O)(=O)NC1CCCC1	0.0	0.0	1	0	-2	14	3	-3	6
COc1ccc(CCNS(=O)(=O)c2cc3c4c(c2)CC(=O)N4CCC3)cc1	1.8	0.1	5	1	1	13	4	6	4
O=C(CSc1nc(O)c(C2CCCCC2)c(=O)[nH]1)N1CCOCC1	-0.6	0.0	2	0	3	-7	4	0	3
O=c1cc(CSc2nnc(-c3ccccc3)o2)c2ccccc2[nH]1	-1.7	-0.1	4	5	-4	7	2	3	1
CCc1cccc(C)c1NS(=O)(=O)c1c(C)nc2sccn2c1=O	2.7	-0.2	-3	0	0	-26	2	-5	3
C=CCNc1ncnc2c1cnn2-c1ccc(C)cc1C	2.3	-0.2	3	1	3	-19	1	1	4
Cc1ccc2nc(C3CCCN(C(=O)NCc4ccccc4)C3)[nH]c2c1 (stereo not given)	·	0.1	2	0	1	0	4	2	-2
CCOc1cc(N2CCOCC2)c(OCC)cc1NC(=O)COC(=O)c1cc(C)cc(C)c1	-1.5	-0.2	-11	0	2	0	-2	-1	13
O=C(COc1ccccc1F)Nc1ccc(S(=O)(=O)N2CCCC2)cc1	·	0.0	4	0	·	39	3	-5	6
N#Cc1cccc(CSc2nnc(CCCO)n2-c2ccccc2)c1	1.0	-0.1	0	0	1	-4	8	4	0
c1ccc(-c2ccc3sccc3n2)cc1	2.5	·	0	·	-5	·	3	6	6
O=C(NCCc1nnc2ccc(SCC(=O)N3CCCC3)nn12)c1ccc(F)cc1	0.0	0.0	4	0	4	7	2	-4	0
C/C(Cl)=C\Cn1c(O)c(N=NC(N)=S)c2ccccc21	-1.8	-0.1	0	4	-1	33	6	8	7
CCN1CCN(CCC(=O)Nc2cccc(C)c2)CC1	-0.7	0.0	4	2	5	1	32*	1	0
Cc1ccc(NC(=O)C2CC3CCC2C3)c(Br)c1 (stereo not given)	-0.4	0.0	·	1	·	-3	·	·	·
S=C(NCCNC(=S)Nc1ccccc1)Nc1ccccc1	-1.6	-0.2	33*	1	2	3	6	5	16
CC1(c2ccc3ccccc3c2)NC(=O)N(CC(=O)N2CCCC(C(F)(F)F)C2)C1=O (stereo not given)	·	-0.2	-1	0	·	2	-1	5	0
CCCn1c2ccccc2c2nnc(SCC(=O)Nc3c(C)n(C)n(-c4ccccc4)c3=O)nc21	0.2	-0.1	2	0	5	13	6	3	4
Cc1ccc(C(=O)NCN2CCN(c3ccc(F)cc3)CC2)cc1	·	0.1	2	0	·	18	8	-5	5
Cc1[nH]c2ccccc2c1C(C[N+](=O)[O-])c1cccs1 (stereo not given)	0.0	-0.1	3	0	8	31	6	0	18
COCCCNc1ccnc2c(Cl)cccc12	-1.2	0.3	3	0	2	-6	-1	-7	2
CCOc1ncccc1C(=O)Oc1ccc2c(c1)OCO2	0.0	-0.1	4	0	0	-19	0	3	0
Cc1ccc(-n2nnnc2SCC(=O)Nc2cc(C)on2)c(C)c1	0.0	0.3	3	2	0	0	3	-10	-1
O=C(COC(=O)/C=C/c1ccc(Cl)cc1Cl)Nc1ccc2c(c1)OCCO2	1.0	0.0	5	0	0	-4	0	0	0
COc1ccc(C2=NN(CCC(=O)NC3CCCCCC3)C(=O)CC2)cc1	-0.6	-0.1	-2	2	-3	15	4	8	6
O=C(CSc1nnc(-c2ccccn2)o1)Nc1ccccc1F	-2.5	0.1	-2	2	1	19	2	2	-2
CCOC(=O)c1sc2nc(C)nc(SCC(=O)NC3CCS(=O)(=O)C3)c2c1C (stereo not given)	-0.9	0.3	5	0	3	6	-15	-18	-20
O=C(Nc1ccc2c(c1)OCO2)O[C@@H]1C[C@H]2CCCC(=O)N3CC[C@@H](C1)[C@@H]23	0.3	-0.1	5	0	-1	18	3	-1	6
CCN1C(=O)[C@H]2[C@@H](c3ccc(C)cc3)N3C(=O)N(c4cccc(F)c4)C(=O)[C@@]3(Cc3ccc(Cl)cc3)[C@H]2C1=O	2.9	-0.1	-5	0	-6	-5	7	-5	7
COc1ccc(C)cc1S(=O)(=O)N1CCN(C(=O)c2ncoc2-c2ccc(F)cc2)CC1	0.4	0.0	2	3	-6	-7	1	1	1
O=C(CN1CCOCC1)c1c[nH]c2ccccc12	-0.2	0.1	6	0	2	-6	9	-4	6
CC(=O)N1CC=C2C(C#N)=C(N)C(C#N)(C#N)C(CCc3ccccc3)C2C1 (stereo not given)	-4.1	0.0	11	1	-2	3	13	6	2
Cc1ccc(C)c(OCC(=O)Nc2cccc(C(=O)O)c2)c1C	-1.7	-0.1	-9	0	2	-4	8	3	8

Another view of 4 compounds above.
O=C(CN1CCOCC1)c1c[nH]c2ccccc12
  MEX-5 binding: -0.2
  Efflux pump mplx: 0.1
  PME-1 inh: 6
  GRK2 inh: 0
  Fam108B inh: 2
  VLA-4 inh: -6
  Bcl-xL primary: 9
  GLD-1 TGE inh: -4
  MCL1 BIM primary: 6

O=C1CC(c2ccccc2)n2nc(NC(=O)C3CCCO3)nc2N1 (stereo not given)
  MEX-5 binding: 2.2
  Efflux pump mplx: 0.0
  PME-1 inh: -2
  GRK2 inh: 4
  Fam108B inh: 5
  VLA-4 inh: 1
  Bcl-xL primary: 5
  GLD-1 TGE inh: 0
  MCL1 BIM primary: 2

C=C(C)c1cccc(C(C)(C)NC(=O)N2CCCC(C(N)=O)C2)c1 (stereo not given)
  MEX-5 binding: -0.8
  Efflux pump mplx: 0.1
  PME-1 inh: 0
  GRK2 inh: 1
  Fam108B inh: 0
  VLA-4 inh: -4
  Bcl-xL primary: 9
  GLD-1 TGE inh: 8
  MCL1 BIM primary: 1

CC(C)CC(=O)Nc1c2c(nn1-c1cccc(Cl)c1)CS(=O)C2 (stereo not given)
  MEX-5 binding: 0.9
  Efflux pump mplx: 0.2
  PME-1 inh: -11
  GRK2 inh: 0
  Fam108B inh: -4
  VLA-4 inh: 6
  Bcl-xL primary: 1
  GLD-1 TGE inh: 0
  MCL1 BIM primary: -8

Not all compounds are listed; count on the stated rates, not on these rows.
